Compound activity from PubChem BioAssay.
HDAC3 inhib: human HDAC3 inhibition; recombinant HDAC3, fluorogenic peptide/trypsin coupled, fluorescence; inhibition, % at 8.3 µM; 320,000 tested, 0.15% active; in the data active means inhibition above about 26%, passing the limit was not always enough; inconclusive means no clear call, values can overlap the other calls
Target sequence (O15379 whole entry, looked up): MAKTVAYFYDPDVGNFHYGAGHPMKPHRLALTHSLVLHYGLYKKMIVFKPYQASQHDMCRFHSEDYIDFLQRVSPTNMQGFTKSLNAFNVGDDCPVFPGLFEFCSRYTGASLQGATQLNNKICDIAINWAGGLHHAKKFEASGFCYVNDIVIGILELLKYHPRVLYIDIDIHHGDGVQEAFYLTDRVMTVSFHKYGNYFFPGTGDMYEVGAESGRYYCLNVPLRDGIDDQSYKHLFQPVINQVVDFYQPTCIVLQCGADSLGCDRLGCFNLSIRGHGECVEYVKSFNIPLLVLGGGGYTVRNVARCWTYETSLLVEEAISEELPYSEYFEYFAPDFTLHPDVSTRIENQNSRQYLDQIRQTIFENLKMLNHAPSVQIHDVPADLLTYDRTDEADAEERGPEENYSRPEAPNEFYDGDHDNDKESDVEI
TMEM16A act: activators or potentiators of mouse TMEM16A chloride channel. Q8BHY3. HEK293 TMEM16A/YFP-H148Q/I152L, iodide quench fluorescence; stronger effect = lower value. B-score at 10 µM. 340,000 tested, 0.3% active;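 active means fluorescence-ratio B-score plate-corrected deviation score at least 3 library SD below zero, with starting fluorescence score within 5 deviations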;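 further: channel opened by trigger with iodide after compound preincubation; score built on the fluorescence ratio of max minus min over baseline; more negative score means more quench and so TMEM16A activation or potentiation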
* = called active by the depositor; i = inactive; ? = inconclusive. A portion of the library (hit frequency here may not be typical).

Below each compound – HDAC3 inhib	TMEM16A act
- CCOc1ccc(S(=O)(=O)N=C(c2ccccc2)N2CCOCC2)cc1
  -1	i
- Cc1ccc(NC(=O)CCc2ccc(S(=O)(=O)N3CCOCC3)cc2)c(O)c1
  -2	i
- O=C(COC(=O)Cc1ccsc1)NNC(=O)c1ccccc1
  -2	i
- C[C@@H]1CN([C@@H](C)CO)C(=O)c2cc(NC(=O)Nc3ccc4c(c3)OCO4)ccc2O[C@H]1CN(C)S(=O)(=O)c1ccc(F)cc1
  2	i
- COc1ccc([C@H]2CC(=O)C=C(c3ccc(F)cc3OCc3ccccc3)C2)cc1
  -3	i
- O=S(=O)(c1ccccc1F)N1CCN(CCOc2ccccc2)CC1
  -2	i
- COc1ccc([C@H]2CC(=O)C=C(c3ccc(SC)cc3)C2)cc1
  -3	i
- c1ccc(Cn2cc(-c3cccnc3)cn2)cc1
  2	i
- O=C(Nc1ccc(F)cc1F)c1cccc(S(=O)(=O)N2CCCCC2)c1
  2	i
- CCCN(C(=O)CCNC(=O)c1ccc(Cl)cc1)c1c(N)n(Cc2ccccc2)c(=O)[nH]c1=O
  -2	i
- CCOc1ncccc1C(=O)N1CCN(S(=O)(=O)c2cccs2)CC1
  7	i
- CCCCCCSc1cccc(-c2nc3ccccn3c2NCc2ccccc2)c1
  -4	i
- Cc1ccc(NS(=O)(=O)c2ccc(Cl)c(N=Nc3c(O)[nH]c(=O)[nH]c3=O)c2)cc1Cl
  -1	i
- COc1cc(Br)c(CC(=O)NNC(=O)c2ccc(F)cc2)cc1OC
  -1	i
- CC(=O)c1ccc(N2CCN(CC(=O)N(C3CC3)C3CCS(=O)(=O)C3)CC2)c(F)c1 (stereo unspecified)
  0	i

In the list so far, two have a thiophene ring, fused or not.
Below each compound – HDAC3 inhib	TMEM16A act
- O=C(COC(=O)Cc1ccsc1)NNC(=O)c1ccccc1
  -2	i
- CCOc1ncccc1C(=O)N1CCN(S(=O)(=O)c2cccs2)CC1
  7	i

The list continues:
Below each compound – HDAC3 inhib	TMEM16A act
- Cc1ccsc1C(=O)OCC(=O)NC1CCCC(C)C1C (stereo unspecified)
  3	i
- Cc1cccc(CNc2ncnc3ccc(-c4ccccc4Cl)cc23)c1
  4	i
- Nc1c(C(=O)CSc2nnc(N3CCOCC3)n2-c2cccc(F)c2)c(=O)[nH]c(=O)n1C1CC1
  0	i
- CSCCC(NC(=O)COc1ccccc1)C(=O)N1CCOCC1 (stereo unspecified)
  1	i
- COc1ccc(S(=O)(=O)N2CCOCC2)cc1NC(=O)CCc1cc(OC)c(OC)c(OC)c1
  4	i
- COc1ccc([C@H]2CC(=O)C=C(c3ccc4c(c3)sc3ccccc34)C2)cc1
  2	i
- O=C1C=C(c2ccc(C(=O)O)cc2)C[C@@H](c2ccc3c(c2)OCO3)C1
  6	i
- N#Cc1ccccc1NC(=O)COC(=O)CN1C(=O)C2CCCCC2C1=O (stereo unspecified)
  1	i
- C=CCC[C@H](Cc1ccc(F)cc1)C(=O)OC[C@H](Cc1c[nH]c2ccccc12)NC(=O)[C@@H](CC=C)CC(=O)N[C@@H](CO)Cc1ccccc1
  -21	i
- Cc1ccc(C)c(NC(=O)C(c2ccccc2)N2CCN(CC(=O)N3CCOCC3)CC2)c1 (stereo unspecified)
  4	i
- Cc1ccc(S(=O)(=O)N2CCOCC2)cc1NC(=O)COC(=O)c1cc[n+]([O-])cc1
  -1	i
- CCCCC1(C)NC(=O)N(CC(=O)N2CCc3ccccc32)C1=O (stereo unspecified)
  -16	i
- Cc1ccc(NC(=O)CN(C)C(=O)Cn2nnc(-c3ccccc3C)n2)cc1
  -7	i
- CCN(Cc1ccc(OC)c(F)c1)C(C)C(=O)Nc1ccc(S(=O)(=O)N2CCCC2)cc1 (stereo unspecified)
  9	i
- Cc1cccc(NS(=O)(=O)c2ccc3[nH]c(=O)oc3c2)c1C
  6	i
- CCN(C(=O)C(C)Sc1ccc(S(=O)(=O)N2CCOCC2)cn1)c1ccccc1 (stereo unspecified)
  -1	i
- CCOc1ccc(NS(=O)(=O)c2ccc(C(=O)N3CC(C)OC(C)C3)cc2)cc1 (stereo unspecified)
  -1	i
- C[C@]12CCC[C@H](O1)[C@H]([C@@H](O)c1ccccc1)O2
  2	i
- COc1cc(/C=C/C(=O)OCC(=O)NCCC2=CCCCC2)cc(OC)c1OC
  -1	i
- Cc1ccc(C(=O)c2ccccc2C(=O)OCC(=O)N2CCCC2)cc1
  1	i
- Cn1cncc1C#Cc1ccc2cc(C(C)(C)O)oc(=O)c2c1
  -1	-11*
- Cc1noc(C)c1NC(=O)Nc1ccc2c(c1)C(=O)N([C@H](C)CO)C[C@H](C)[C@@H](CN(C)C(=O)Nc1c(C)noc1C)O2
  4	i
- Cc1nn(Cc2ccccc2Cl)c(C)c1C(=O)N(C)CC(=O)Nc1cccc(F)c1
  0	i
- O=C(COC(=O)c1ccc(F)c(S(=O)(=O)N2CCOCC2)c1)c1ccccc1
  -14	i
- O=C(NCc1ccccc1Br)c1cccc2c1C(=O)c1ccc(N3CCC(Cc4ccccc4)CC3)cc1S2(=O)=O
  0	i
- CC(C)Cn1c(N)c(C(=O)CSc2n[nH]c(N)n2)c(=O)n(C)c1=O
  1	i
- COc1ccc(S(=O)(=O)N(C)C[C@H]2Oc3c(NC(=O)Nc4ccc5c(c4)OCO5)cccc3C(=O)N([C@H](C)CO)C[C@@H]2C)cc1
  0	i
- CCOC(=O)[C@H]1[C@H]2COc3ccc(OC)cc3[C@@H]2N2C(=O)CN(C)C(=O)[C@@]12C
  2	i
- O=C(COC(=O)c1ccccc1Cl)NCc1ccco1
  7	i
- CCn1cnc2c(NCCc3cccnc3)nc(C#N)nc21
  3	i
- Nc1cc(=O)[nH]c(SCC(=O)Nc2cccc(S(=O)(=O)N3CCCCCC3)c2)n1
  5	i
- O=C(COc1cccc(F)c1)Nc1nc(-c2cccnc2)cs1
  2	i
- O=C(/C=C/c1cccc(F)c1)OCC(=O)c1ccc[nH]1
  14	i
- CCC(C(=O)N1CCN(S(=O)(=O)c2ccc(F)cc2)CC1)c1ccccc1 (stereo unspecified)
  0	i
- O=C(CC1SC(N2CCOCC2)=NC1=O)Nc1ccccc1Cl (stereo unspecified)
  -8	i
- COc1ccc(-c2c(C#Cc3ccsc3)c3cc(-c4ccc5cc[nH]c5c4)ccc3n2C)cc1
  1	i
- COc1ccc(-c2c(-c3cc(OC)cc(OC)c3)n(C)c3ccc(-c4ccc5c(c4)OCCO5)cc23)cc1
  -17	i
- O=C1c2ccccc2NC(c2ccc(-c3ccc(F)cc3)o2)N1O (stereo unspecified)
  4	i
- O=C(CNC(=O)c1cc(Cl)nc2ccccc12)Nc1ccccc1Br
  5	i
- COc1cccc(C(=O)O[C@H]2[C@H](Cc3ccccc3)NS(=O)(=O)[C@H]3C[C@@H]4C=C[C@]23O4)c1
  1	i
- O=C(c1ccco1)N1CCN(C(=O)c2ccc(-c3ccc([N+](=O)[O-])cc3)o2)CC1
  7	i
- CCOc1ccc(CN(C)C(=O)CNC(=O)c2sc3ccccc3c2Cl)cc1
  11	i
- O=C(CSc1nnc(C2CC2)n1C1CC1)c1ccc(Br)s1
  5	i
- CN(C)C/C=C/C(=O)Nc1cccc(-c2c[nH]c3ncnc(Oc4ccc(NC(=O)CC(=O)Nc5ccc(F)cc5)cc4F)c23)c1
  7	i
- Cc1ccc(OCC(=O)c2c(N)n(C)c(=O)n(C)c2=O)c([N+](=O)[O-])n1
  0	i

Entries shown so far that have a cyano group, in the order listed:
Below each compound – HDAC3 inhib	TMEM16A act
- N#Cc1ccccc1NC(=O)COC(=O)CN1C(=O)C2CCCCC2C1=O (stereo unspecified)
  1	i
- CCn1cnc2c(NCCc3cccnc3)nc(C#N)nc21
  3	i

Next part
Below each compound – HDAC3 inhib	TMEM16A act
- CCc1sc(C(=O)Nc2nc(-c3ccccn3)cs2)cc1C
  0	i
- C[C@H](NC(=O)c1ccc(Cl)c(S(=O)(=O)N2CCOCC2)c1)c1nc2ccccc2[nH]1
  2	i
- CC1(C)NC(=O)N(CC(=O)OCC(=O)c2ccc(Cl)s2)C1=O
  -6	i
- Cc1ccc(S(=O)(=O)NCC(=O)OCC(=O)N(CCC#N)c2ccccc2)cc1
  -3	i
- Nc1nc(N(Cc2ccccc2)Cc2ccccc2)nc(C(F)(F)F)n1
  14	i
- CC1Sc2ccc(C(=O)NCc3cccc(C(F)(F)F)c3)cc2NC1=O (stereo unspecified)
  5	i
- Cc1cccc(NC(=O)CNC(=O)Cn2ncc(Cl)c(Cl)c2=O)c1C
  -1	i
- N#CC1(NC(=O)CSc2nc3ccccc3s2)CCCCC1
  3	i
- CSCCC(NC(=O)c1ccccc1)C(=O)NNC(=O)c1ccccc1 (stereo unspecified)
  -5	i
- COc1ccc(OC)c(NC(=O)COC(=O)c2ccc(OC)c(S(=O)(=O)N3CCCC3)c2)c1
  4	i
- O=C(COC(=O)c1ccc(Br)o1)Nc1ccc2[nH]c(=O)[nH]c2c1
  4	i
- O=C(CN1CCN(S(=O)(=O)c2ccc(Cl)s2)CC1)N1CCCCC1
  -3	i
- O=C1N[C@@H](Cc2c[nH]c3ccccc23)COC(=O)[C@H](Cc2ccc(F)cc2)C/C=C\C[C@@H]1CC(=O)N(CCO)Cc1ccccc1
  ?	i
- CCCCCn1nc(C(=O)N2CCc3ccccc32)c2ccccc2c1=O
  1	i
- COc1cc2sc3ccc(-c4ccc(CN5CCOCC5)cc4)cc3c(=O)c2cc1OC
  -2	i
- COc1ccc(CCNC(=O)C2CC(O)CN2S(=O)(=O)c2ccc(Cl)cc2)cc1OC (stereo unspecified)
  -2	i
- COc1cccc(N2CCN(C(=O)CCNS(=O)(=O)c3ccc(F)c(F)c3)CC2)c1
  1	i
- CC(=O)c1ccc(OCC(=O)N(C)CC(=O)Nc2ccc(N3CCOCC3)cc2)cc1
  2	i
- O=C(Cn1ccc(NC(=O)OCc2ccccc2)nc1=O)NCc1ccc2c(c1)OCO2
  -3	i
- O=C(COC(=O)c1cc(S(=O)(=O)N2CCOCC2)c(Cl)cc1Cl)c1ccc[nH]1
  8	i
- CS(=O)(=O)c1ccc(-c2sc3ccccc3c2C#CCCO)cc1
  0	i
- CCCn1c(SCC(=O)NC(=O)NCc2ccccc2)n[nH]c1=O
  -5	i
- CC(C)(C)OC(=O)NCc1ccc(NC(=O)c2nc[nH]c2C(=O)NCCN(CCNC(=O)c2[nH]cnc2C(=O)Nc2ccc(CNC(=O)OC(C)(C)C)cc2)CCNC(=O)c2[nH]cnc2C(=O)Nc2ccc(CNC(=O)OC(C)(C)C)cc2)cc1
  -10	i
- N=c1n(CC(=O)c2ccc(Br)cc2)c2ccccc2n1Cc1ccccc1
  2	i
- O=C1OC[C@H]2CCCN2C(=O)[C@@H](CC(=O)N(CCO)Cc2ccccc2)C/C=C\C[C@@H]1Cc1ccc(F)cc1
  2	i
- COc1ccc(C(=O)CCC(=O)Nc2ccc(N3CCN(C)CC3)cc2)cc1OC
  -1	i
- Cc1cc(SCC(=O)NC2CC2)nc2ccccc12
  -9	i
- COc1ccc(S(=O)(=O)NCC(=O)Nc2ccc(F)cc2)cc1
  1	i
- CC(C)CN(C(=O)C1CCC1)c1c(N)n(Cc2ccccc2)c(=O)[nH]c1=O
  -5	i
- COc1ccc(S(=O)(=O)N(C)C[C@H]2Oc3ccc(NC(=O)Cc4ccccc4)cc3C(=O)N([C@H](C)CO)C[C@@H]2C)cc1
  8	i
- CC(=O)c1c(C)[nH]c(C(=O)OCC(=O)Nc2nnc(-c3ccccc3)o2)c1C
  8	i
- CN(C(=O)Cn1c(=O)oc2ccccc21)C1CCCCC1
  -10	i
- CCCN(C(=O)Cc1csc(-c2ccccc2)n1)C1CCS(=O)(=O)C1 (stereo unspecified)
  -3	i
- CC1CN(c2nc3ccccc3nc2NS(=O)(=O)c2ccccc2)CC(C)O1 (stereo unspecified)
  -7	i
- COc1ccccc1NC(=O)/C(N=Nc1ccc(C)c(S(=O)(=O)Nc2ccccc2Cl)c1)=C(\C)O
  0	i
- CCO[C@@H]1c2c(ccc3ccc(=O)oc23)OC(C)(C)[C@H]1O
  -29	i
- O=C(COC(=O)/C=C/c1cccc(Cl)c1)NC(=O)NCc1ccccc1
  0	i
- CCOC(=O)c1ccc(NC(=O)CN2C(=O)NC3(CCCCCCC3)C2=O)cc1
  2	i
- COc1cc(-c2nnc(COC(=O)c3ccc(C)o3)o2)cc(OC)c1OC
  3	i
- C[C@H]1COC(=O)CC/C=C\C[C@H](CC(=O)N(CCO)Cc2ccccc2)C(=O)N1
  -4	i
- COc1cc(/C=C/C(=O)OCC(=O)c2ccc(OC(F)F)cc2)ccc1O
  10	i
- O=C1c2ccccc2/C(=C\c2ccc(Br)s2)N1c1ccccc1
  -4	i
- CN1CCN(S(=O)(=O)c2ccc(N(C)Cc3c(F)cccc3Cl)nc2)CC1
  0	i
- COc1cc2cc(CCCOC(=O)CCCC(=O)O)oc(=O)c2cc1OC
  4	i
- COc1ccc(NC(=O)CC2CC3CCC2C3)cc1S(=O)(=O)N1CCOCC1 (stereo unspecified)
  1	i
- CC(NC(=O)COC(=O)C1CC1C)c1ccccc1 (stereo unspecified)
  ?	i
- CCN(C[C@H]1N[C@@](Cc2ccccc2)(C(=O)OC)[C@H]2C(=O)N(Cc3ccccc3)C(=O)[C@@H]12)S(=O)(=O)c1ccc(OC)cc1
  9	i
- O=C(/C=C/c1cccc(Cl)c1)NNC(=O)c1ccncc1
  5	i
- Cc1cc(C(=O)OCC(=O)N2CC(C)OC(C)C2)c(C)n1-c1ccccc1 (stereo unspecified)
  0	i
